# Source: PubChem (Emory University Molecular Libraries Screening Center)
# Hsp90 block: displaces geldanamycin probe from tumor Hsp90; inhibition, % at 30 µM; NCI-N417 lysate Hsp90, Cy3B-geldanamycin FP displacement; P07900; AID 429; 64,000 compounds, 0.35% hits;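 active means inhibition above 50%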;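 further: 0% = tracer plus lysate wells and 100% = tracer alone without lysate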
# Numbers without * were called inactive. A portion of the library. The share of hits here may be higher or lower than overall.
SMILES,Hsp90 block
COc1cccc(C(=O)NCCN2CCN(c3ccc(Cl)cc3)CC2)c1,-1
COC(=O)[C@H](NC(=O)c1cc(-c2ccccc2)nc2ccccc12)c1ccccc1,-3
Cn1c(=O)c2c(ncn2C)n(C)c1=O,-1
CC(C)(CO)Cc1cc(C(C)(C)C)c(O)c(C(C)(C)C)c1,-2
CCCCCCCC/C=C\CCCCCCCC(=O)NCCO,-1
COc1ccc(NC(=O)c2ccc(-c3ccc(-c4noc(C)n4)cc3C)cc2)cc1N1CCN(C)CC1,-3
O=C1NCN(c2ccccc2)C12CCN(CCCC(c1ccc(F)cc1)c1ccc(F)cc1)CC2,3
CSc1nc(N)c2ncn([C@@H]3O[C@H](COP(=O)(O)OP(=O)(O)O)[C@H](O)C3O)c2n1 (stereo partly drawn),-2
COc1cc(NS(=O)(=O)c2ccc([N+](=O)[O-])cc2[N+](=O)[O-])c2ncccc2c1,26
CC(CN(C)C)CN1c2ccccc2CCc2ccccc21 (stereo not drawn),-1
COc1cc(NCS(=O)(=O)c2ccc(C)cc2)c2ncccc2c1,-1
CC1(C)C(=O)N(CCN2CCC(C(=O)c3ccc(F)cc3)CC2)c2ccccc21,-2
Cn1cc(C(=O)OCC2CCN(CCNS(C)(=O)=O)CC2)c2ccccc21,0
CC(C)COC(=O)OCN1C(=O)CN(CCN2CC(=O)N(COC(=O)OCC(C)C)C(=O)C2)CC1=O,2
NC(=O)c1ncn([C@@H]2O[C@H](CO)[C@@H](O)[C@H]2O)c1O,-2
CC(C)(C=O)Cc1cc(C(C)(C)C)c(O)c(C(C)(C)C)c1,-1
COc1ccc(-c2ccc(N)[n+](CCCC(=O)O)n2)cc1,2
C[n+]1cc2c3c(ccc2c2ccc4cc5c(cc4c21)OCO5)OCO3,9
CN1C(=O)CC[C@H]1c1cccnc1,-1
CC(=O)NCCc1ccc(O)c(O)c1,46
Brc1ccc([C@H]2CN3CCSC3=N2)cc1,3
CN(C)S(=O)(=O)c1ccc2c(c1)/C(=C/c1cc3c([nH]1)CCCC3)C(=O)N2,21
CC(N)(C(=O)O)c1ccc(C(=O)O)cc1 (stereo not drawn),1
COC(=O)[C@@H]1[C@H]2C[C@H]3c4[nH]c5ccccc5c4CCN3C[C@@H]2CC[C@@H]1O,2
CCOC(=O)c1ncn2c1CN(C)C(=O)c1cc(F)ccc1-2,0
O=C(O)Cc1ccc(O)c(O)c1,35
CCCCCCCCCCCCCCCCCCOC[C@H](COP(=O)([O-])OCC[N+](C)(C)C)OC,-1
OCCN1CCN(CC/C=C2/c3ccccc3Sc3ccc(C(F)(F)F)cc32)CC1,-1
Cn1cc(C(F)(F)F)nc1-c1ccc(OCC(O)CNCCOc2ccc(O)c(C(N)=O)c2)cc1 (stereo not drawn),-3
Cc1ccc(OCC(O)C(C)NC(C)C)c2c1CCC2 (stereo not drawn),-1
CN1CCc2ccccc2Cc2[nH]c3ccccc3c2CC1,-2
CC12C(=O)OC(=O)C1(C)C1CCC2O1 (stereo not drawn),2
Cc1[nH]c(=O)c(C#N)cc1-c1ccncc1,-1
Cn1ccnc1,-1
COc1ccc2c(c1)c1c(C)c3cnccc3c(C)c1n2CCCN,-2
NC(N)=N[C@@H](CCC(=O)O)C(=O)O,0
CCN(CC)CCCNc1cc(OC)c(Nc2ccccc2)c2cccnc12,130*
COc1cc(NCCCC(C)O)c2ncccc2c1 (stereo not drawn),1
CCCCN1CCC(n2c(=O)[nH]c3ccccc32)CC1,-1
CN=C(NC#N)NCCSCc1nc[nH]c1C,1

# An excerpt of these results, with each value named:
canonical_smiles: CC(C)COC(=O)OCN1C(=O)CN(CCN2CC(=O)N(COC(=O)OCC(C)C)C(=O)C2)CC1=O
  Hsp90 block: 2

canonical_smiles: NC(N)=N[C@@H](CCC(=O)O)C(=O)O
  Hsp90 block: 0

canonical_smiles: COc1cc(NS(=O)(=O)c2ccc([N+](=O)[O-])cc2[N+](=O)[O-])c2ncccc2c1
  Hsp90 block: 26

canonical_smiles: CSc1nc(N)c2ncn([C@@H]3O[C@H](COP(=O)(O)OP(=O)(O)O)[C@H](O)C3O)c2n1 (stereo partly drawn)
  Hsp90 block: -2

# (cont.)
SMILES,Hsp90 block
Cc1c(CC(C)(C)C(=O)O)n(Cc2ccc(Cl)cc2)c2ccc(F)cc12,1
CNCCC(Oc1ccccc1OC)c1ccccc1 (stereo not drawn),-1
OC[C@H]1O[C@@H](n2cnc3c(N[C@H]4CC5CCC4C5)ncnc32)[C@H](O)[C@@H]1O (stereo partly drawn),-1
Nc1ncnc2c1nc(Sc1ccc(Cl)cc1)n2C1OC2COP(=O)(O)O[C@@H]2[C@@H]1O (stereo partly drawn),3
CC(=O)[C@@]1(O)CC[C@H]2[C@@H]3CCC4=CC(=O)CC[C@]4(C)[C@H]3CC[C@@]21C,4
O=[N+]([O-])c1cccc2c(Br)[nH]nc12,2
Oc1ccc(C2CNCc3sccc32)cc1O (stereo not drawn),58*
CC(C)NCC(O)COc1cccc2ccccc12 (stereo not drawn),3
CCCCCCCCCCCCCCCC(=O)OC(CC(=O)O)C[N+](C)(C)C (stereo not drawn),-1
NCCCCC(=O)O,0
CCCCS(=O)(=O)Nc1cc(OC)cc2cccnc12,1
N#C/C(=C\c1ccc(O)c(O)c1)C(=O)NCCCNC(=O)/C(C#N)=C/c1ccc(O)c(O)c1,81*
OC[C@H]1O[C@@H](n2cnc3c(Nc4ccccc4)ncnc32)C(O)[C@H]1O (stereo partly drawn),2
Nc1ccc(N2C(=O)c3ccccc3C2=O)c(Cl)c1,-2
CN(C)CCCNc1ccc(N(O)O)c2cccnc12,7
Nc1cc(Cl)c(NC2=NCCN2)c(Cl)c1,0
NCCCNCCSP(=O)(O)O,-1
NCCC(=O)NCCc1cnc[nH]1,-2
CCN1CCCC1CNC(=O)c1cc(S(N)(=O)=O)ccc1OC (stereo not drawn),2
CC(N)=O,1

# Structural class: the entries above containing a Cl atom (five)
SMILES,Hsp90 block
COc1cccc(C(=O)NCCN2CCN(c3ccc(Cl)cc3)CC2)c1,-1
Cc1c(CC(C)(C)C(=O)O)n(Cc2ccc(Cl)cc2)c2ccc(F)cc12,1
Nc1ncnc2c1nc(Sc1ccc(Cl)cc1)n2C1OC2COP(=O)(O)O[C@@H]2[C@@H]1O (stereo partly drawn),3
Nc1ccc(N2C(=O)c3ccccc3C2=O)c(Cl)c1,-2
Nc1cc(Cl)c(NC2=NCCN2)c(Cl)c1,0

# Next part:
SMILES,Hsp90 block
O=C(O)CN(CCOCCOCCN(CC(=O)O)CC(=O)O)CC(=O)O,0
CCN(CC)CCCC(C)Nc1cc(O)cc2cccnc12 (stereo not drawn),138*
COc1ccc(Oc2c(OC)cc([N+](=O)[O-])c3ncccc23)cc1,16
N[C@H](C(=O)O)c1cc(O)cc(O)c1,1
O=C(Nc1ccc([N+](=O)[O-])cc1Cl)c1cc(Cl)ccc1O,-2
NC(N)=[N+]1CCc2ccccc2C1,1
COc1ccccc1OCC(O)CN1CCN(CC(=O)Nc2c(C)cccc2C)CC1 (stereo not drawn),-1
COc1cc(N)c2ncccc2c1,17
Cc1ccc(S(=O)(=O)N[C@@H](Cc2ccccc2)C(=O)CCl)cc1,1
OCc1cc(C(O)CNCCCCCCOCCCCc2ccccc2)ccc1O (stereo not drawn),0
COc1cc(NS(=O)(=O)c2cccc([N+](=O)[O-])c2)c2ncccc2c1,-4
C[C@]12C=CC(=O)C=C1CC[C@@H]1C2=CC[C@]2(C)[C@@H](C(=O)CN3CCN(c4cc(N5CCCC5)nc(N5CCCC5)n4)CC3)CC[C@@H]12,-1
Cc1ccc(O)c(N=Nc2ccccc2)n1,25
C#CCCCNc1cc(OC)cc2cccnc12,-1
CC(O)C(O)[C@H]1CNc2nc(N)[nH]c(=O)c2N1 (stereo partly drawn),2
CCCn1c(=O)c2[nH]c(-c3ccc(S(=O)(=O)O)cc3)nc2n(CCC)c1=O,-2
CN1CCc2cc(Cl)c(O)cc2[C@@H](c2ccccc2)C1,0
NC(=O)CC[C@H](N)C(=O)O,-3
COc1cc(NCCCC(C)=NO)c2ncccc2c1,-6
CC(=O)Oc1ccccc1C(=O)O,-2

# 10 entries from above, tab-delimited.
molecule	Hsp90 block
CC(C)NCC(O)COc1cccc2ccccc12 (stereo not drawn)	3
CCCCCCCCCCCCCCCC(=O)OC(CC(=O)O)C[N+](C)(C)C (stereo not drawn)	-1
NCCCCC(=O)O	0
CCCCS(=O)(=O)Nc1cc(OC)cc2cccnc12	1
N#C/C(=C\c1ccc(O)c(O)c1)C(=O)NCCCNC(=O)/C(C#N)=C/c1ccc(O)c(O)c1	81*
OC[C@H]1O[C@@H](n2cnc3c(Nc4ccccc4)ncnc32)C(O)[C@H]1O (stereo partly drawn)	2
Nc1ccc(N2C(=O)c3ccccc3C2=O)c(Cl)c1	-2
CN(C)CCCNc1ccc(N(O)O)c2cccnc12	7
Nc1cc(Cl)c(NC2=NCCN2)c(Cl)c1	0
NCCCNCCSP(=O)(O)O	-1

# (continued)
SMILES,Hsp90 block
NC(Cc1ccc(Cl)cc1)C(=O)O (stereo not drawn),-1
O=c1c(O)c(-c2cc(O)c(O)c(O)c2)oc2cc(O)cc(O)c12,100*
O=C(Cc1ccc(Cl)c(Cl)c1)OCCN1CCCC1,-1
Cn1cnc2c(NC3CCCC3)ncnc21,0
OC(CN1CCC(Cc2ccc(F)cc2)CC1)c1ccc(Cl)cc1 (stereo not drawn),-4
O=C(N[C@@H](Cc1ccccc1)C(=O)CCl)OCc1ccccc1,0
Cn1cnc2c(NCc3ccccc3)nc(NCCO)nc21,3
CN1C(C)(C)CCCC1(C)C,0
C[C@](N)(Cc1ccc(O)c(O)c1)C(=O)O,38
Oc1ccc(O)cc1,-2
O=C(O)[C@H]1NCCC[C@H]1C(=O)O,3
O=S(=O)(c1cccc2c(Cl)cccc12)N1CCCNCC1,0
CNc1ncnc2c1ncn2[C@H]1C[C@H](OP(=O)(O)O)[C@@H](COP(=O)(O)O)O1,-2
C=CCN1CCc2c(cc(O)c(O)c2Cl)C(c2ccccc2)C1 (stereo not drawn),76*
O=C(O)c1cc(=O)c2ccccc2[nH]1,-3
O=C1NC(=O)C(c2ccccc2[N+](=O)[O-])=C1Nc1ccc(O)c(Cl)c1,16
COc1cc(C(O)CO)ccc1OS(=O)(=O)O (stereo not drawn),-2
COc1ccc(CCN(C)CCc2ccc(OC)c(OC)c2)cc1OC,2
CC1(NCC(O)COc2cccc3[nH]ccc23)CCC(C(C)(C)NC(=O)CBr)CC1 (stereo not drawn),-1
O=c1c(-c2ccc(O)cc2)coc2cc(O)ccc12,0
COC(=O)C1=C(C)NC(C)=C(C(=O)OCCN(C)Cc2ccccc2)C1c1cccc([N+](=O)[O-])c1 (stereo not drawn),0
C=CC[C@H](N)C(=O)O,-3
Cc1nc(N=Nc2cc(S(=O)(=O)O)c3cc([N+](=O)[O-])cc(S(=O)(=O)O)c3c2)c(COP(=O)(O)O)c(C=O)c1O,18
CCN(CC)CCC(=O)Nc1cc(OC)cc2cccnc12,6
O=C(O)CCc1nc(-c2ccccc2)c(-c2ccccc2)o1,1
CC(C)(C)c1onc(OCP(=O)(O)O)c1CC(N)C(=O)O (stereo not drawn),-1
